Bioassay records: PubChem BioAssay, several laboratories
GSK3B inh: human GSK3beta kinase inhibitors, primary screen, biochemical, cell-free homogeneous, HTS; activity score (negative = inhibition), % at 10 µM; GST-GSK3beta kinase, ADP-Glo luminescence, 60 min; stronger effect = lower value; 300,000 compounds, 0.038% hits; Glycogen synthase kinase-3 beta (Homo sapiens), P49841;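 active = more than half of replicate wells score below -50%, meaning over 50% inhibition versus plate controls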;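 also: 0% = median DMSO wells and -100% = median GW8510 positive control wells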
Target sequence (P49841 whole entry, looked up): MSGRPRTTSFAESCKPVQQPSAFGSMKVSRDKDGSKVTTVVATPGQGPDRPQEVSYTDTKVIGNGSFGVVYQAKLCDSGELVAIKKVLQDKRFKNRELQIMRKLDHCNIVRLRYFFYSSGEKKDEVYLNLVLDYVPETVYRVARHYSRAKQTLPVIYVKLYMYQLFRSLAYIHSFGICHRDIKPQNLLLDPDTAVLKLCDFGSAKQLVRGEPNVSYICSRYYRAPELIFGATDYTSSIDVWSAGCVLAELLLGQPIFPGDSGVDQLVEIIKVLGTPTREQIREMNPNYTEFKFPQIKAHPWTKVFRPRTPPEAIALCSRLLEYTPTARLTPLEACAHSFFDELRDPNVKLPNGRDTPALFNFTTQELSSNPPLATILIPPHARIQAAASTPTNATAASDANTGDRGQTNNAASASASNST
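Assay system: GST-fused GSK3beta enzyme, cell-free / Medium: Tris pH 7.5 buffer with MgCl2, DTT, BSA, heparin / Also added: peptide substrate plus 25 µM ATP (final) / Compound: 10 µM single point / Timing: kinase reaction with compound 60 min at room temperature / Detection: ADP-Glo luminescence / Benchmarks: DMSO neutral wells and GW8510 at 20 µM as positive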
aSyn UTR inh: MLPCN primary screen, SNCA 5' untranslated region; alpha-synuclein 5'UTR reporter, inhibitor activity; inhibition, % (tested at 7.5 µM); 300,000 compounds, 0.82% hits; in the data active = inhibition above about 60%;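 also: H4 neuroglioblastoma cells stably carrying SNCA 5'UTR luciferase fusion; 0% = DMSO wells and 100% = positive control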
Platelet DG rel: inhibitors of platelet dense granule secretion, primary screen, cell-based, MLPCN, human platelets | human platelet-rich plasma, SFLLRN dense granule ATP release, luminescence | inhibition, %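 (compounds screened at 7.5 µM in platelet-rich plasma)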 | 300,000 compounds, 0.22% hits;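 active = mean replicate score, as percent of positive control, at or above 50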
IEC-6 tox: cytotoxicity in IEC-6 intestinal epithelial cells, primary screen, cytotoxicity control for KLF5 inhibitor project, cell-based, luminescence. 290,000 compounds, 0.78% hits. IEC-6 cytotoxicity, luminescence viability. inhibition, % at 5 µM; in the data active = inhibition above about 22%;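 also: 0% = plate median of test compound wells and 100% = cytotoxic reference compound wells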
Dyrk1A ADPGlo: rat Dyrk1A kinase inhibitors, primary screen, biochemical, single point, plate reader; Dual specificity tyrosine-phosphorylation-regulated kinase 1A (Rattus norvegicus), Q63470; ADP-Glo luminescence, NFATc1 peptide; inhibition, % at 12.5 µM; 310,000 compounds, 0.43% hits; AID 504441, 2011; in the data active = inhibition above about 50%;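 also: plate controls were vehicle with enzyme for no effect and no enzyme for full effect; many of its hits are not listed in these tables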
HSF-1 act: HSF-1 activators, primary screen, NIH3T3-HGL cells, MG132 stress, luminescence, single point; 300,000 compounds, 1.7% hits; NIH3T3-HGL HSF-1 luciferase reporter, 8 h; 100% = twice DMSO control signal; AID 504408, 2011; activation, % at 9 µM;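 active = mean replicate activation of at least 50% with a set share of replicates each reaching 50%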;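 also: 0% = median of the neutral control wells and 100% = twice that signal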
KLF5 inh: KLF5 expression inhibitors, primary screen, DLD-1 cells, luminescence; 290,000 compounds, 0.23% hits; inhibition, % at 5 µM; DLD-1 KLF5 promoter-luciferase reporter;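 active = inhibition above a per-plate limit of that plate's mean compound inhibition plus 3 SD, cut at about 60% in these data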;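 also: 0% = DMSO wells and 100% = LY294002 at 200 µM; higher means less KLF5 promoter-driven luciferase light; inactives centre near -14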
GSK3 alpha inh: blockers of GSK3A enzyme activity – biochemical, luminescence, cell-free homogeneous, HTS, primary screen; Glycogen synthase kinase-3 alpha (Homo sapiens), P49840; GSK-3 alpha kinase, ADP-Glo luminescence, 60 min; inhibition, % at 10 µM; 320,000 compounds, 0.1% hits; AID 2650, 2010;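 in the data active = inhibition above about 50%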;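 also: GST-tagged GSK-3 alpha with peptide substrate and 25 µM ATP; 0% = DMSO neutral wells and 100% = GW8510 positive control wells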
Target sequence (P49840 whole entry, looked up): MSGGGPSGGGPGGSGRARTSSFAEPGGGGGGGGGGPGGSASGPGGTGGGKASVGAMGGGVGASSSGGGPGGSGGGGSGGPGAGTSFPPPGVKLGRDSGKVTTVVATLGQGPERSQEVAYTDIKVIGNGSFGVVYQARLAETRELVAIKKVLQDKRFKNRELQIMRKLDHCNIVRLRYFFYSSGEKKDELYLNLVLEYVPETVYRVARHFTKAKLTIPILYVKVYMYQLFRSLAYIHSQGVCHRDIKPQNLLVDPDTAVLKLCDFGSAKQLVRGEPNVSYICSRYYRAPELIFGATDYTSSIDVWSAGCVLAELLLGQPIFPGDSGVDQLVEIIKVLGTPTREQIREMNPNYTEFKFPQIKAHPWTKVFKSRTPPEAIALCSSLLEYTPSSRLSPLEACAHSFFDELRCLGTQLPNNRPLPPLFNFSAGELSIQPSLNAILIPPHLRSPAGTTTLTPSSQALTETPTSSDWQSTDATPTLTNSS
HSP90 refold inh: HSP90 inhibitors, primary screen, cell lysate, luminescence | Rabbit reticulocyte lysate, luciferase refolding luminescence, 3 h | inhibition, % at 5.6 µM | 290,000 compounds, 0.91% hits | AID 1789, 2009;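 active = inhibition above the screen-wide mean plus 3 SD, computed separately per campaign, cut at about 16% in these data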;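 also: 0% = DMSO wells and 100% = 60 µM geldanamycin wells; inhibitors lower the luminescence because luciferase stays unfolded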
HSF1 inhib: HSF1 inhibitors in luciferase reporter cells, primary screen, cell-based, NIH3T3, luminescence | activity change, negative = inhibition, % at 7.5 µM (by protocol) | AID 2098, 2009 | 300,000 compounds, 0.77% hits | NIH3T3-HGL HSE-luciferase, MG132-induced, luminescence 8 h; stronger effect = lower value;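 active = more than half of replicate wells show activity change below -50%, luminescence cut by over half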;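 also: luciferase reports HSF-1 transcriptional activity via heat shock element; 0% = median of DMSO wells and -100% = zero luminescence signal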
* hit, by the source's call; . = no result given. A portion of the library; rates above refer to the full screens.

SMILES	GSK3B inh	aSyn UTR inh	Platelet DG rel	IEC-6 tox	Dyrk1A ADPGlo	HSF-1 act	KLF5 inh	GSK3 alpha inh	HSP90 refold inh	HSF1 inhib
O=[N+]([O-])c1cccc(-n2nnnc2CN2CCCC2)c1	3.8	-5.5	0.9	6.9	-2.1	13.1	-16.9	-0.2	-4.5	-3.9
CCS(=O)(=O)N1CCN(S(=O)(=O)c2ccc(F)cc2)CC1	0.2	-19.7	-0.2	-3.0	-0.2	2.5	-24.8	-0.7	2.5	-7.5
COc1ccccc1/C=C\C(=O)NCC(=O)N/N=C/c1ccc(O)cc1O	3.7	-4.4	2.2	-1.1	-6.1	0.6	-2.8	2.8	-0.7	5.7
CSc1ccccc1OCc1cc(C(=O)NC2CCc3ccccc32)no1 (stereo unspecified)	0.1	3.0	-3.8	3.6	-1.4	-16.7	-6.4	0.1	4.8	-3.7
COc1cc(OC)cc(C(=O)N2CCN(c3ccc(N4CCOCC4)nn3)CC2)c1	3.9	14.6	9.1	.	-0.2	8.9	.	-0.3	.	-3.0
NCCNC(=O)c1ncsc1-c1cccc(F)c1	-12.5	-4.5	8.1	.	43.2	7.2	.	6.7	.	1.6
CCNC(=O)C1CC(=O)N(Cc2ccc(F)cc2)C(=Nc2ccc(OC)cc2)S1 (stereo unspecified)	-3.3	15.4	3.9	-0.8	-4.0	14.2	0.5	-0.9	-3.5	-2.5
Cc1cccc(CNc2ccc(C(CC(N)=O)NC(=O)c3ccccc3)cc2[N+](=O)[O-])c1 (stereo unspecified)	2.8	4.9	3.3	.	3.3	-3.8	.	-61.8	.	6.0
OCCOCCNc1ncnc2c1cnn2-c1ccccc1	-1.2	-137.5	-0.4	-0.7	9.5	37.0	-98.6	1.7	-1.9	17.1
CC(=O)Nc1ccc(NC(=O)c2ccccc2F)cc1	-0.4	-81.4	-1.9	6.7	-5.9	.	-50.2	0.1	-2.0	.
CN(C)CCN(Cc1ccco1)S(=O)(=O)c1csc(C(N)=O)c1	-0.6	9.9	13.7	3.0	.	1.8	-32.8	0.9	-2.5	-13.6
CCOC(=O)c1cnc(-n2nc(C)cc2C)nc1NC	-4.3	-46.9	-4.6	-0.3	4.6	-3.4	-17.1	-1.8	-1.1	-1.7
O=C(COc1ccc(NC(=O)c2ccccc2[N+](=O)[O-])cc1)c1ccc(F)cc1	0.3	-24.2	-10.6	-2.3	-5.0	29.9	-3.9	0.5	2.2	7.9
COc1ccc(N/C=C(\C#N)S(=O)(=O)c2ccc(OC)cc2)cc1	1.6	1.9	-2.2	-3.7	-3.9	17.1	-7.6	0.8	4.6	-0.2
O=c1[nH]nc(CNc2ccc(O)cc2)c2ccccc12	0.4	8.6	.	-2.4	18.0	25.4	17.2	6.8	-0.2	1.3
CCCc1cc(C(=O)Nc2sc(C(C)=O)c(C)c2C(=O)OCC)no1	-1.8	7.3	4.6	7.7	-1.2	-36.6	-17.3	-2.4	0.5	-18.4
CC(=O)c1cccc(NC(=O)CN2C(=O)C3C4C=CC(C4)C3C2=O)c1 (stereo unspecified)	0.9	-2.3	3.2	-3.8	.	-3.3	2.5	2.6	4.0	-1.8
CCOc1cc(C(=S)N2CCOCC2)cc(Br)c1OS(=O)(=O)c1ccccc1	-2.8	14.6	-2.4	-3.9	.	15.1	-24.6	-2.0	4.7	7.5
CCCCNC(=O)NS(=O)(=O)c1ccc(C(=O)OC)o1	-0.2	9.0	0.7	0.5	-4.4	6.9	-27.1	-1.7	-3.7	-3.7
CCCOc1cc(C)c(Cl)cc1S(=O)(=O)N(CC)CC	2.2	-2.8	-1.0	0.6	0.3	-0.9	12.4	-5.6	-0.4	-7.0
CC(=O)c1cccc(NC(=O)C23CC4CC(C2)CC(n2cncn2)(C4)C3)c1	3.9	-1.4	-14.3	-4.8	0.3	-2.8	-19.9	-4.4	1.2	-3.3
Cc1ccc(N2CC(C(=O)NCc3n[nH]c(=O)c4ccccc34)CC2=O)cc1 (stereo unspecified)	1.7	32.3	-7.1	.	-5.0	13.3	.	7.8	.	-1.3
Cc1cc2n(c1)CCn1c(C)ccc1-2	0.1	18.4	-40.1	-0.1	.	-11.8	-13.8	-1.7	-1.6	-0.9
Cc1ccc(CCSCC(=O)O)cn1	-1.5	6.8	0.3	4.8	0.8	-7.0	-3.2	1.3	-2.7	-3.6
CCOc1ccc(NC(=S)NN2CCN(C)CC2)cc1	-1.2	19.0	6.1	-6.8	-6.4	-26.3	1.7	-1.1	-5.2	-14.1
C=CCSc1cc(C)nc2c(-c3ccccc3)c(C)nn12	0.4	16.9	-2.4	-1.2	.	25.4	-3.2	-1.2	-3.9	8.8
COc1cccc(/C=N/NC(=O)c2cccc(N3CCCC3=O)c2)c1	-4.2	-104.7	9.0	1.9	0.8	34.8	-88.7	-0.1	0.1	14.4
CCCCn1c(=O)c(CCC(=O)OCC(=O)Nc2ccc(F)c(Cl)c2)nc2ccccc21	0.1	2.2	-0.7	1.4	-2.1	1.3	10.2	-2.0	3.0	-17.5
O=C1c2ccccc2C(=O)C1C1=Nc2ccccc2NC(c2ccccc2)C1 (stereo unspecified)	2.3	-32.7	32.9	8.9	.	-25.4	-12.4	-0.7	5.2	-3.0
Cc1cc(C)n(CC(=O)N/N=C/c2ccccn2)n1	0.3	16.3	9.1	-7.6	2.4	-1.4	0.0	-0.7	2.1	-4.0
Clc1ccc(/C=N/Nc2nnc(-c3ncc[nH]3)c3ccccc23)cc1	2.8	-169.1	7.6	7.2	4.7	15.8	-47.5	-1.1	-0.9	15.4
Cc1ccc(-n2c(-c3ccccc3)c[n+]3c2CCc2ccccc2-3)c(C)c1	-1.7	.	.	27.0*	0.9	.	28.4	1.2	2.2	.
COC(=O)C1CC(=O)N(c2ccc(OCc3ccccc3Cl)cc2)C1 (stereo unspecified)	2.9	-8.6	-8.1	-2.3	-2.2	2.5	-3.1	-1.1	-0.7	2.9
O=C(NCc1n[nH]c(=S)n1Cc1ccccc1)c1ccccc1	2.6	-4.8	7.3	0.2	-7.5	-1.1	-15.6	-2.7	-1.9	-7.9
CC(C)CN1CCN(Cc2cnc(N3CCOCC3)s2)CC1CCO (stereo unspecified)	0.1	-0.1	12.9	-3.3	.	-5.5	-4.4	-0.6	0.5	-2.5
COc1cc(OC)c2c(N)c(C#N)c(C(F)(F)C(F)(F)F)nc2c1	-0.7	18.2	4.4	4.0	-4.9	-1.3	9.2	-5.1	-2.2	-13.2
COc1ccc(OC)c(/C=C2\SC(=S)N(NS(=O)(=O)c3ccccc3)C2=O)c1	5.4	27.1	7.7	0.4	-3.2	-5.0	-18.8	-7.1	-4.7	6.1
Cc1cccc(NC(=S)NC2CCCC2)c1	1.9	-14.2	-2.6	-0.1	-9.8	33.1	-35.9	0.8	0.2	3.4
COc1ccc(Br)cc1S(=O)(=O)N1CCCC1	0.9	10.2	-6.1	3.6	20.4	5.9	7.5	-3.0	2.9	-6.0
O=C(CCN1C(=O)/C(=C/c2ccccc2)SC1=S)NCCCN1CCOCC1	.	-5.0	-1.5	-2.5	0.8	1.2	-14.1	-1.0	-2.1	-1.5

3 compounds picked at random from the list so far:
SMILES	GSK3B inh	aSyn UTR inh	Platelet DG rel	IEC-6 tox	Dyrk1A ADPGlo	HSF-1 act	KLF5 inh	GSK3 alpha inh	HSP90 refold inh	HSF1 inhib
Cc1cc2n(c1)CCn1c(C)ccc1-2	0.1	18.4	-40.1	-0.1	.	-11.8	-13.8	-1.7	-1.6	-0.9
Cc1ccc(N2CC(C(=O)NCc3n[nH]c(=O)c4ccccc34)CC2=O)cc1 (stereo unspecified)	1.7	32.3	-7.1	.	-5.0	13.3	.	7.8	.	-1.3
COc1cc(OC)c2c(N)c(C#N)c(C(F)(F)C(F)(F)F)nc2c1	-0.7	18.2	4.4	4.0	-4.9	-1.3	9.2	-5.1	-2.2	-13.2

The list goes on:
SMILES	GSK3B inh	aSyn UTR inh	Platelet DG rel	IEC-6 tox	Dyrk1A ADPGlo	HSF-1 act	KLF5 inh	GSK3 alpha inh	HSP90 refold inh	HSF1 inhib
N#CCC(=N)N1CCN(c2ccc(Cl)cc2)CC1	-0.5	-26.7	6.3	2.9	1.2	-13.9	-14.2	-0.5	2.3	-3.8
N#C/C(=N\Nc1ccccc1)C(N)=S	1.4	18.1	-1.5	-2.7	.	-4.8	9.1	2.4	9.0	-1.2
Cc1cccc(NC(=O)CSc2nc(-c3ccccc3)c(C#N)c(=O)[nH]2)c1C	0.5	2.3	-6.2	-8.9	0.4	11.7	-31.3	-3.3	-2.4	-6.6
O=C(CCc1ccccc1)NNC(=O)c1ccc(Cl)cc1	0.6	-2.4	-2.7	-2.4	-7.2	-4.0	-31.8	-0.7	-3.6	-0.6
O=C(CSc1nnc2ccccn12)Nc1ccc2c(c1)OCO2	-0.5	-46.2	-6.4	-2.7	-4.9	38.4	-39.7	0.2	-1.7	6.8
COc1ccc(C)cc1NC(=O)C1CCCN(S(=O)(=O)c2ccc3c(c2)CCCN3C(C)=O)C1 (stereo unspecified)	1.9	20.6	-20.4	-1.4	.	-0.6	-35.9	5.3	-2.0	0.3
COC(=O)C1=C(C)N(c2ccc(S(N)(=O)=O)cc2)C(=O)C1	1.7	3.9	0.0	-0.4	1.7	-0.7	-43.2	0.9	0.8	0.5
Cc1ccc(C(=O)ONc2ccc(N=NC(=O)c3ccccc3O)cc2)cc1	-1.6	-49.6	1.4	2.7	-2.9	25.5	-23.7	4.6	1.5	3.2
O=C(CN1C(=O)NC2(CCCC2)C1=O)OCCOc1ccc(Cl)cc1	3.8	2.7	-0.7	.	-3.2	7.5	.	0.4	.	4.0
COc1cc(-c2nnc(SCC(=O)N3CCOCC3)o2)cc(OC)c1OC	0.7	-9.7	-17.4	3.6	7.4	32.6	-15.1	-1.9	-0.4	-0.1
S=C(Nc1ccc(Oc2ccccc2)cc1)N(CCCN1CCOCC1)Cc1ccccn1	-4.9	1.8	5.4	10.1	.	-2.5	14.9	-0.1	2.9	-2.6
COC(=O)C1C2C=CC3(CN(c4ccc(Cl)c(F)c4)C(=O)C13)O2 (stereo unspecified)	-0.3	4.2	-0.8	-7.6	0.7	-13.3	-18.3	-1.6	-7.1	3.7
O=c1oc2ccc([N+](=O)[O-])cc2c(N2CCOCC2)c1[N+](=O)[O-]	-1.8	12.0	-3.2	0.4	.	-10.6	-24.2	8.1	1.4	-1.1
Cc1ccccc1NC(=O)Cn1c([N+](=O)[O-])cnc1C	0.9	-13.3	-3.4	2.9	1.0	-11.0	12.4	2.1	2.8	-4.9
O=C(N=C1SC2CS(=O)(=O)CC2N1Cc1ccccc1Cl)C1CC1 (stereo unspecified)	-1.7	20.1	6.7	9.8	-10.0	3.4	-19.0	0.5	1.0	-2.6
